High-throughput results (PubChem BioAssay)
Epigenetic derep = derepresses silenced GFP reporter in murine cells; Potency, µM (doses to about 53.9 µM), for inactives: at the highest dose GFP activation, usual class: activators; 0.2% of 280,000 active; murine LDR cells, GFP reporter derepression, 30 h; note: potency is the fitted concentration of half-maximal effect; % of control where 0% means no effect; nearly all actives have a fitted effect of over 60% in size
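GFP-positive cell count by laser-scanning cytometry (objects 20–120 um) after 30 h, 37 C compound exposure of murine LDR cells; reporter is CMV-GFP integrated at a silenced locus, inducible by HDAC or DNMT inhibitors.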
NPSR antagonist = blocks cAMP signaling of the human neuropeptide S receptor | Q6W5P4 | Potency, µM (titrated, usually from 38.3 µM), without a hit: at the highest dose activity change, negative = inhibition, hits mostly inhibitors | 1% of 220,000 active | CHO-NPSR cells, cAMP TR-FRET, antagonist mode | AID 1461; note: potency is the fitted concentration of half-maximal effect; % is set by controls: 0 for no effect and ±100 for the full control effect; nearly all actives have a fitted effect of over 50% in size; many of its hits are not listed in these tables
Target sequence (Q6W5P4 whole entry, looked up): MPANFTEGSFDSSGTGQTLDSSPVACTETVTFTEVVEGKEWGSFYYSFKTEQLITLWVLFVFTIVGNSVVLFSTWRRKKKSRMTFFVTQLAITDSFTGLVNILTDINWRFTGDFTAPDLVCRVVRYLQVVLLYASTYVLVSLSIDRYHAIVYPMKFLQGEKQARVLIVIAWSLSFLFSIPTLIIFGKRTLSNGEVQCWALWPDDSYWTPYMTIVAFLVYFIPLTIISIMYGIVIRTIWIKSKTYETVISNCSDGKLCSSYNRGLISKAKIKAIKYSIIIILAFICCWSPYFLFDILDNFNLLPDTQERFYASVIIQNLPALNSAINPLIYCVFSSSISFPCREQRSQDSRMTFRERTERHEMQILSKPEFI
IMPase Li cell = cell-permeable IMPase inhibitors with lithium potentiation; Potency, µM (highest dose often 59.4 µM), without a hit: at the highest dose activity, negative = IMPase inhibition, most hits filed as inhibitors; 0.35% of 210,000 active; CHO-M1 cells, IP1 TR-FRET (IP-One), carbachol + lithium; AID 1457;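 note: IP1 builds up when IMPase is blocked and the TR-FRET signal falls; potency is the fitted concentration of half-maximal effect; plate controls were basal vehicle for no effect and high inhibitor control for full effect; nearly all actives have a fitted effect of over 50% in size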
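Lithium-sensitised IP1 accumulation assay; M1-expressing CHO cells treated 30 min at 37C with compound. Competitive antibody detection by time-resolved FRET followed a 10 min room-temperature lysis step.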
Luc counter = blocks Kinase-Glo luciferase, a counter-screen artifact; Q27757; Kinase-Glo luciferase, ATP luminescence, 8 min; Potency, µM (top dose mostly 38.3 µM), inactives show at the top dose activity change, negative = inhibition, hits mostly inhibitors; 0.28% of 200,000 active; note: potency is the fitted concentration of half-maximal effect; % is set by controls: 0 for no effect and ±100 for the full control effect; nearly all actives have a fitted effect of over 60% in size
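Luminescence was the read-out, taken after 8-minute incubation at ambient temperature. Luciferase turned over luciferin with 10 uM ATP in imidazole pH 7.2 buffer containing KCl, MgCl2, Tween 20 and BSA.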
CBFb RUNX1 block = blocks binding between human CBF-beta and RUNX1; Q01196+Q13951; AlphaScreen CBFb-His/RUNX1-biotin binding, biochemical; Potency, µM (titrated, usually from 59.8 µM), without a hit: top-dose activity, negative = inhibition, actives largely listed as inhibitors; 230,000 tested, under 10 active; AID 1477; note: % of control where 0% means no effect
Target sequence (Q01196 whole entry, looked up): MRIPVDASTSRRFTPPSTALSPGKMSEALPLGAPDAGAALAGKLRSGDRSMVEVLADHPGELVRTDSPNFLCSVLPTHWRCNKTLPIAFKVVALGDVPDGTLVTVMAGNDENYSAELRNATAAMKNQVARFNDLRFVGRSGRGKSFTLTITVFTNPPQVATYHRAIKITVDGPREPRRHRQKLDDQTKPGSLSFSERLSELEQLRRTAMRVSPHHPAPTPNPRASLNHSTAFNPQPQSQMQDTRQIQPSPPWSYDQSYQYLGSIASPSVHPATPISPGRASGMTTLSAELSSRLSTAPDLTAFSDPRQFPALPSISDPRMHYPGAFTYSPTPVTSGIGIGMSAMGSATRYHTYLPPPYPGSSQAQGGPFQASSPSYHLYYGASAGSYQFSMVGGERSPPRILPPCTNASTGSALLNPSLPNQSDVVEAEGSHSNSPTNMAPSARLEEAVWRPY
Target sequence (Q13951 whole entry, looked up): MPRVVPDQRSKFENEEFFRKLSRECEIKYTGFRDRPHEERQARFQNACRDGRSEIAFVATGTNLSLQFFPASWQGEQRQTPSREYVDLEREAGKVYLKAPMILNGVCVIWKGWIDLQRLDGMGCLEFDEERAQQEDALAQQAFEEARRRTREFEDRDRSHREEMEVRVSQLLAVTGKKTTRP
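Interaction loss through any mechanism counts as activity. Pre-formed complex of His-CBF-beta and biotin-RUNX1 (30 nM apiece) is incubated with compound 15 min, then with 50 ng nickel and 50 ng streptavidin beads for 90 min before AlphaScreen detection.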
L3MBTL1 block = L3MBTL1 (human) inhibition. AlphaScreen L3MBTL1–H3K9me1 peptide binding. Potency, µM (top dose mostly 57.1 µM), for the others: at the top dose activity, negative = inhibition, hits mostly inhibitors. 0.66% of 230,000 active; note: potency is the fitted concentration of half-maximal effect; % is set by controls: 0 for no effect and ±100 for the full control effect; nearly all actives have a fitted effect of over 60% in size
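Displacement of a biotinylated histone H3(1-15) peptide monomethylated at Lys9 (75 nM) from L3MBTL1 (50 nM) was measured by AlphaScreen after a 30 min room-temperature compound incubation; cefsulodin titration served as intraplate control.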
HttQ103 aggreg = reduces HttQ103-GFP aggregates in PC12 cells | PC12 HttQ103-GFP aggregates, Acumen cytometry, 40 h | Potency, µM (series often up to 46.1 µM), inactives show at the highest dose activity change, negative = inhibition, most hits filed as inhibitors | AID 1688 | 1.1% of 220,000 active; note: potency is the fitted concentration of half-maximal effect; % is set by controls: 0 for no effect and ±100 for the full control effect; nearly all actives have a fitted effect of over 60% in size
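PC12/HTTQ103-GFP, ecdysone-inducible; teb 100 nM; cpd qHTS titration; GFP aggregates read on laser cytometer, Ex 488/Em 500-530 nm.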
Active calls of the source: *; ? = inconclusive; nt = no result given; [ ] = another dose, or the depositor's remark. Calls come from the whole dose curve; as a rule, active = well fitted curve in the direction sought with a large enough effect; inconclusive = small, poorly fitted or top-dose-only effect, or another doubt; inactive = no such curve, though single readings can be large; an effect the other way counts as inactive or inconclusive. An excerpt. The share of hits here may be higher or lower than overall.

Every second line gives: L3MBTL1 block	IMPase Li cell	Epigenetic derep	Luc counter	NPSR antagonist	CBFb RUNX1 block	HttQ103 aggreg
- CCC(=NCCc1c(C)[nH]c2ccccc12)C1=C(O)CC(c2ccccc2)CC1=O (stereo unspecified)
  -4%	20%	-0.9%	1%	-55%	2%	-12%
- O=C(Nc1ccc2c(c1)CCC2)c1ccc(Cl)nc1
  nt	-6%	3.9%	-1%	-12%	-2%	-21%
- COc1c2ccc(C(=O)NCc3cc(C(F)(F)F)cc(C(F)(F)F)c3)cc2nn1C
  13%	23%[38.3 µM]	0.6%	0%	-5%[46.1 µM]	7%	11%
- CCOC(=O)c1cnc(SC2CCc3ccccc3C2=O)nc1N (stereo unspecified)
  -2%	16%[38.3 µM]	-1.7%	-6%	-7%[46.1 µM]	0%	-9%
- O=C(O)CCN1CC2([N+](=O)[O-])C=CC(=O)C([N+](=O)[O-])(C1)C2CC(=O)c1ccccc1 (stereo unspecified)
  -90%	5%	1.0%	-14%	17%	-14%	13%
- O=C(Nc1ccc2c(c1)C(=O)N(C1CCCCC1)C2=O)C1CCCO1 (stereo unspecified)
  -2%	27%[38.3 µM]	1.1%	7%	-21%[46.1 µM]	-1%	-14%
- N/C(=N/OC(=O)c1ccc(Cl)cc1)c1ncc([N+](=O)[O-])s1
  nt	nt	1.1%	nt	4%	2%	-10%[9.22 µM]
- COC(=O)C1CCN(c2ccc(C(N)=O)cc2[N+](=O)[O-])CC1
  4%	nt	-0.9%	nt	7%[46.1 µM]	-4%	-18%
- Cn1c(=O)c(-c2cc(Br)ccc2N)nc2ccccc21
  nt	3%[38.3 µM]	1.0%	-4%	-1%[46.1 µM]	-15%	13µM*
- CC(C)Cc1cc(C(=O)N2N=C(C(F)F)CC2(O)C(F)F)c2ccccc2n1 (stereo unspecified)
  9%	-5%	-1.0%	1%	?	2%	-11%

(listing goes on)
Every second line gives: L3MBTL1 block	IMPase Li cell	Epigenetic derep	Luc counter	NPSR antagonist	CBFb RUNX1 block	HttQ103 aggreg
- COc1ccc(CC(=O)OCC(=O)NC(=O)NC2CCCCC2)cc1
  nt	14%[38.3 µM]	0.0%	2%	-4%[46.1 µM]	8%	8%
- NCCCC[C@H](N)c1nnc([C@H](CCC(=O)O)NC(=O)C2CCNCC2)o1
  11%	-15%	0.0%	nt	1%	6%	-9%[9.22 µM]
- COc1ccc(C[C@H]2CN3C(=NC[C@@H]3Cc3ccc(O)cc3)N2C[C@H](C)NC(=O)c2ccc(C)c(Br)c2)cc1
  nt	nt	1.3%	nt	-52%	?	?
- Cn1c(SCC(=O)Nc2cccc(F)c2)nnc1-c1cccnc1
  9%	2%	-1.0%	0%	13%	3%	4%
- CCn1cc(Br)c(C(=O)Nc2cccc(Cl)c2)n1
  34%[activator][11.4 µM]	4%[38.3 µM]	-2.1%	1%	-6%[46.1 µM]	8%	-14%
- CCN(CCNC(=O)CS(=O)(=O)Cc1nc(-c2cccc(OC)c2)oc1C)c1ccccc1
  -18%	12%[38.3 µM]	-15%	2%	-6%[46.1 µM]	-2%	2%
- O=C(NC(=S)Nc1cccnc1Cl)c1ccco1
  19%	5%	-0.1%	-16%	9%	-18%	-10%
- COc1ccc2cnoc(=O)c2c1OC
  nt	-23%	-1.1%	-1%	nt	4%	nt
- Cc1ccc(NC(=O)CCC(=O)OCC(=O)c2ccc(Oc3ccc([N+](=O)[O-])cc3)cc2)c(C)c1
  -5%	10%[38.3 µM]	-1.2%	-4%	-17%[46.1 µM]	1%	-4%
- Cc1cc(=O)n2[nH]c(C)c(-c3ccccc3)c2n1
  -1%	-8%[38.3 µM]	0.9%	-3%	-2%[46.1 µM]	6%	-5%

(more compounds)
Every second line gives: L3MBTL1 block	IMPase Li cell	Epigenetic derep	Luc counter	NPSR antagonist	CBFb RUNX1 block	HttQ103 aggreg
- Cn1cc(-c2nnnn2-c2ccc(Cl)cc2)c(C(F)(F)F)n1
  -2%	-6%	-0.9%	5%	6%[46.1 µM]	4%	-31%
- COc1ccccc1NC(=O)c1ccccc1S(=O)(=O)c1ccccc1[N+](=O)[O-]
  -5%	5%	-1.5%	-4%	1%	-6%	-3%
- CCOc1ccccc1C(=O)N1CCCCC1C (stereo unspecified)
  21%[11.4 µM]	32%[38.3 µM]	-1.2%	1%	-2%[46.1 µM]	8%	2%
- COc1ccc(S(=O)(=O)Nc2ccccc2C(=O)NC(C)C)cc1OC
  4%	-6%[38.3 µM]	-3.2%	1%	1%[46.1 µM]	11%	-3%
- CC(C)(C)OC(=O)N1CCOCCOCCN(C(=O)OC(C)(C)C)CCOCCOCC1
  12%	17%[38.3 µM]	0.0%	-3%	-9%[46.1 µM]	14%	7%
- COc1ccc(C(=O)COC(=O)C(CCSC)NS(=O)(=O)c2ccc(Cl)cc2)cc1 (stereo unspecified)
  -3%	10%	-1.8%	4%	-1%	12%	-6%
- CCOC(=O)C(=CNc1cccc(C)c1C)C(=O)OCC
  2%	-8%[38.3 µM]	0.1%	-1%	-4%[46.1 µM]	16%	0%
- Cc1nn(-c2ccc([N+](=O)[O-])cc2)c(N)c1-c1ccccc1
  -22%	11%	1.3%	1%	-10%	5%	25%
- CCc1cc2c(SCC(=O)C(C#N)=C3N(C)c4ccccc4N3C)ncnc2s1
  5%	-5%[38.3 µM]	-1.3%	-8%	-15%[46.1 µM]	-5%	-1%
- O=C(c1ccc([N+](=O)[O-])cc1)N(C1=NCCCCS1)c1ccccc1
  nt	11%[38.3 µM]	-2.1%	-3%	-12%[46.1 µM]	1%	?

Going on with the list:
Every second line gives: L3MBTL1 block	IMPase Li cell	Epigenetic derep	Luc counter	NPSR antagonist	CBFb RUNX1 block	HttQ103 aggreg
- COc1ccc(C2C=C(C)Nc3nc(SC)nn32)cc1 (stereo unspecified)
  6%	-12%[38.3 µM]	-0.9%	0%	-4%[46.1 µM]	1%	-1%
- CCc1c(C)c(C#N)c2nc3ccccc3n2c1Nc1c(C)n(C)n(-c2ccccc2)c1=O
  1%	-5%[38.3 µM]	1.4%	-2%	-13%[46.1 µM]	1%	-8%
- FC(F)(F)c1cccc(Cc2noc(CN3CCCC(OCc4ccccn4)C3)n2)c1 (stereo unspecified)
  -2%	8%	0.0%	0%	21%	15%	2%[9.22 µM]
- COCCn1nnnc1CN1CCSCC1
  8%	5%	-4.2%	2%	-21%	2%	1%[9.22 µM]
- COc1cc(-n2c(=O)c3ccccc3n(CC(=O)c3ccccc3)c2=O)cc(OC)c1OC
  nt	-9%	-3.3%	2%	-5%	-2%	4%
- Cc1c(C(=O)N/N=C/c2ccc(-c3ccccc3[N+](=O)[O-])o2)sc(N)c1C#N
  -2%	3%	?	-2%	-2%	?	0%
- O=C(N/N=C\c1ccc(Br)o1)C1COc2ccccc2O1 (stereo unspecified)
  -1%	3%	13%	3%	1%	?	-13%[9.22 µM]
- COc1ccc(C)cc1NC(=O)C(Sc1nncn1C)c1ccccc1 (stereo unspecified)
  -2%	4%	-3.4%	1%	6%	7%	12%
- CCC1CCCCN1C(=S)Nc1ccc(SC(F)F)cc1 (stereo unspecified)
  -6%	nt	-0.9%	nt	9%[46.1 µM]	3%	?
- CC1=C(C(=O)Nc2ccccn2)C(c2ccc(N(C)C)cc2)n2ncnc2N1 (stereo unspecified)
  -5%	nt	2.1%	nt	-12%[46.1 µM]	-4%	3%

Other records
Every second line gives: L3MBTL1 block	IMPase Li cell	Epigenetic derep	Luc counter	NPSR antagonist	CBFb RUNX1 block	HttQ103 aggreg
- COC(=O)c1cc(NS(=O)(=O)c2ccc(Cl)c(N3C(=O)c4ccc(C(=O)O)cc4C3=O)c2)cc(C(=O)OC)c1
  nt	nt	-1.1%	nt	-2%	11%	6%[9.22 µM]
- Cc1ccc(C2C(C#N)=C3N=C(N)c4ccccc4N3C3=C2C(=O)CCC3)cc1 (stereo unspecified)
  nt	nt	0.1%	nt	-26%	-13%	15%[9.22 µM]
- O=C(CSc1nnnn1C1CCCCC1)Nc1ccccc1N1CCOCC1
  0%	1%	-1.1%	2%	-7%	6%	-44%[9.22 µM]
- Cc1cc(C2(c3cc(C)c(NC(=O)CN4CCOCC4)c(C)c3)CCCCC2)cc(C)c1NC(=O)CN1CCOCC1
  nt	21%[38.3 µM]	0.0%	23%	-3%[46.1 µM]	2%	8%
- c1ccc(Nc2c3c(nc4ncnn24)CCC3)cc1
  3%	1%[38.3 µM]	1.7%	-7%	-3%[46.1 µM]	4%	-3%
- COc1ccccc1CCn1cnc2c3cc(C)ccc3n(C)c2c1=O
  0%	0%[38.3 µM]	-3.6%	1%	-26%[46.1 µM]	3%	?
- Cc1ccc(OC(=O)c2c(C)nn(-c3ccccc3)c2C)cc1
  30%	nt	1.8%	nt	36%	15%	-7%[9.22 µM]
- Cc1ccc(NC(=O)COC(=O)C2CC(=O)N(Cc3ccccc3)C2)cc1S(=O)(=O)N(C)C (stereo unspecified)
  2%	1%	-6.2%	-1%	11%	2%	23%
- Cn1[nH]c(CSc2ccc(Cl)cc2)cc1=O
  -3%	4%	-2.4%	1%	-5%	3%	9%
- O=C(Nc1ccc(N2CCN(Cc3ccccc3)CC2)cc1)c1ccccc1[N+](=O)[O-]
  -5%	18%	-0.9%[10.1 µM]	-1%	1%	-2%	12%[9.22 µM]

Entries above marked active in HttQ103 aggreg:
mol	L3MBTL1 block	Epigenetic derep	NPSR antagonist	CBFb RUNX1 block	HttQ103 aggreg
Cn1c(=O)c(-c2cc(Br)ccc2N)nc2ccccc21	nt	1.0%	-1%[46.1 µM]	-15%	13µM*

Whole records, quoted from the list. Values in the order: L3MBTL1 block	IMPase Li cell	Epigenetic derep	Luc counter	NPSR antagonist	CBFb RUNX1 block	HttQ103 aggreg
Entry for `Cc1ccc(C2C(C#N)=C3N=C(N)c4ccccc4N3C3=C2C(=O)CCC3)cc1` (stereo unspecified) = nt	nt	0.1%	nt	-26%	-13%	15%[9.22 µM]
Entry for `COc1ccccc1CCn1cnc2c3cc(C)ccc3n(C)c2c1=O` = 0%	0%[38.3 µM]	-3.6%	1%	-26%[46.1 µM]	3%	?
Entry for `Cn1[nH]c(CSc2ccc(Cl)cc2)cc1=O` = -3%	4%	-2.4%	1%	-5%	3%	9%
Entry for `O=C(CSc1nnnn1C1CCCCC1)Nc1ccccc1N1CCOCC1` = 0%	1%	-1.1%	2%	-7%	6%	-44%[9.22 µM]
Entry for `COC(=O)c1cc(NS(=O)(=O)c2ccc(Cl)c(N3C(=O)c4ccc(C(=O)O)cc4C3=O)c2)cc(C(=O)OC)c1` = nt	nt	-1.1%	nt	-2%	11%	6%[9.22 µM]
